High-throughput results: PubChem, several laboratories
Hep lipid drop = modulators of hepatic lipid droplet formation | AML12 mouse hepatocytes, oleate lipid droplets, BODIPY imaging | inhibition, % at 6.5 µM | 0.4% of 240,000 active | AID 1656;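 active = lipid droplet intensity inhibited by at least 50%, with more than 500 cells counted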
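Assay system: AML12 hepatocytes (mouse); Probe or stimulus: oleic acid at 100 µM to induce lipid droplet formation; Dosing: compound at 6.5 µM only; Schedule: compound with oleate, overnight; Detection: fluorescence imaging, 20x objective, two fields per well; Measure: % inhibition of lipid droplet signal.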
PMI inhibitors = MPI enzyme activity inhibition – biochemical, fluorescence intensity, coupled assay, primary screen (AID 1209). purified PMI enzyme, coupled fluorescence intensity; higher % means a stronger effect. 0.42% of 190,000 active. one-dose inhibition, % at 20 µM; IC50 in µM for titrated hits;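 also: plate controls were DMSO vehicle for no effect and wells lacking substrate for full effect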
MT stabilizer = microtubule stabilization, imaging screen; HeLa tubulin immunostaining HCS, 24 h; share of cells brighter than vehicle mean+2SD; % tubulin-high responders, % at 10 µM; 0.83% of 200,000 active;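 active = plate Z-score above 3 for both tubulin-high and condensed-nucleus cell shares, with cell loss under 80%, at 10 µM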;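 also: anti alpha tubulin signal scored within the nucleus-defined area of each cell; some results filed as inactive read as strong as hits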
Ins promoter up = MIN6 insulin promoter up-regulation. AID 1625. MIN6 insulin promoter-GFP reporter, high-content imaging; stronger effect = higher value. 0.3% of 190,000 active. z-score at 5 µM;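 active = z-score above 3 at 5 µM with at least 500 cells counted in the well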
Autophagy HCS = autophagy modulation, high-content screen. MEF GFP-LC3 puncta imaging; test concentration mostly 10 µM. calls only at 10 µM (by protocol). 0.98% of 190,000 active. AID 463193;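 active = percentage of spot-positive cells more than 3 SD above its plate mean, without a fluorescence outlier flag or 80% toxicity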;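 also: spot-positive cell cutoff set from DMSO-treated cells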
T cell modulator = T cell immune modulators affecting CD8 T cell-vesicle binding; calls only at 7 µM; 0.068% of 330,000 active; 2C CD8+ T cell-vesicle binding, flow cytometry; stronger effect = lower value;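 active = response, share of CD8 T cells binding vesicles, and their 90th percentile fluorescence all below set limits, cut at about 80% in these data, passing the limit was not always enough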
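Material: 2C TCR transgenic mouse naive CD8+ T cells, MACS-purified. Also added: QL9-charged Drosophila Ld/ICAM-1/B7-1 vesicles. Timing: binding 1.5 h at 37 °C. Measured by: high-throughput flow cytometry with anti-B7-1 and anti-CD8 staining. Read-out: percent CD8+ FL2 mean versus row control. Controls: Unloaded micro-vesicles (low), QL9 vesicles with 0.7% DMSO (high).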
b-catenin transl = modulators of beta-catenin nuclear translocation. HeLa beta-catenin nuclear translocation, immunofluorescence imaging. 0.3% of 190,000 active. AID 1665. nuclear translocation activity, % at 5 µM;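 active = nuclear translocation activity above 50% at 5 µM, with a well cell count of 50 or more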;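 also: per-cell ratio of nuclear to cytoplasmic median beta-catenin stain intensity; plate controls were DMSO negative control for no effect and GSK-3 inhibitor IX positive control for full effect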
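Test system: human HeLa cell line; Doses: 5 µM primary, 0.02–20 µM confirmation; Incubation: 24 h compound exposure, 37°C; Detection: beta-catenin immunofluorescence imaging with DAPI; Read-out: beta-catenin nuclear/cytoplasmic ratio, % activation.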
TNAP activators = stimulation of alkaline phosphatase TNAP activity – biochemical, luminescent, no phosphate acceptor, uHTS, primary screen (AID 1001); activation fold at 20 µM; hits with a dose series show EC50 in µM; 0.03% of 200,000 active; purified TNAP, luminescent activation assay, no phosphate acceptor; higher activation fold means a stronger effect; in the data active = activation fold from about 3, or a potency from the dose series; inactive = the rest, 99 in 100 with activation fold below about 1.6; also: many of its hits are not listed in these tables
human PMI inhibitors = human PMI inhibitors, high substrate, primary screen, biochemical, fluorescence intensity, high mannose 6-phosphate (AID 1220). recombinant PMI enzyme, coupled fluorescence intensity; higher % means a stronger effect. one-dose inhibition, % at 20 µM; IC50 in µM for titrated hits. 0.66% of 190,000 active
Ins promoter up cell count = second read-out of Ins promoter up, no call of its own (marks repeat the call); cell count; measured here: cytotoxicity, nuclei count;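 total cells summed across four imaged fields per well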
Hep lipid drop cells 6.5 µM = also measured in Hep lipid drop; calls as there; cell count; measured here: cell count, cytotoxicity flag;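 cells counted across two imaged fields per well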
b-catenin transl cell count 5 µM = also measured in b-catenin transl; calls as there; cell count; measured here: cell count, cytotoxicity flag
T cell modulator vesicle-bound % = recorded beside T cell modulator, whose call it bears; double positive events, %; measured here: CD8+ vesicle-bound cell fraction;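 binding gate set so that unloaded-vesicle control wells show 10% double positive cells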
MT stabilizer Hoechst-high % = also measured in MT stabilizer; calls as there; % Hoechst-high responders; measured here: nuclear condensation Hoechst responders;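 share of cells brighter than vehicle mean plus two SD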
MT stabilizer cytotoxicity % = second read-out of MT stabilizer, no call of its own (marks repeat the call); toxicity, %; measured here: cytotoxicity by cell density;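 0% = mean cell density of plate MIN control wells and 100% = no cells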
Autophagy HCS cell loss 18 h = further read-out of Autophagy HCS, marked with its call; toxicity, %; measured here: cell loss, nuclei count;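 cell loss after 18 h compound exposure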
Numbers without * were called inactive; i = inactive; . = no result given. Rule as the data show it, unless noted: active = inhibition above about 50%; inactive = the rest.

SMILES	Hep lipid drop	Hep lipid drop cells 6.5 µM	PMI inhibitors	MT stabilizer	MT stabilizer Hoechst-high %	MT stabilizer cytotoxicity %	Ins promoter up	Ins promoter up cell count	Autophagy HCS	Autophagy HCS cell loss 18 h	T cell modulator	T cell modulator vesicle-bound %	b-catenin transl	b-catenin transl cell count 5 µM	TNAP activators	human PMI inhibitors
COc1ccc(S(=O)(=O)NCC2CCCN(Cc3ccccc3C)C2)cc1 (stereo not given)	-5	707	12%	2.4	2.1	4.6	1.1	1404	i	-8	i	22	0.0	1013	1.1	15%
CCOC(=O)/C=C1\SCC(=O)N1CC(=O)NCCOC	-5	734	-9%	2.3	1.6	4.8	-0.46	1236	i	11	i	42	1.2	1120	1.1	-12%
C=CCn1c(COc2cccc3ccc(C)nc23)nnc1SCC(=O)O	-4	688	3%	3.5	2.4	2.6	0.22	1912	i	-7	i	9	-1.2	1137	1.1	0%
O=C(CN1C(=O)CC(c2ccco2)Sc2ccccc21)NCc1ccc2c(c1)OCO2 (stereo not given)	3	693	10%	5.0	2.4	1.4	0.46	1883	i	9	i	9	-2.6	1081	1.1	14%
CSCCC1NC2(C(=O)Nc3c(C)cc(Cl)cc32)[C@@H]2C(=O)N(C3CCCC3)C(=O)[C@H]12 (stereo not given in full)	.	.	5%	6.2	3.3	9.1	-0.34	928	i	-5	i	25	0.6	1096	1	17%
CCOc1ccc(CCNC(=O)c2ccc(C)c(N3CCCC3=O)c2)cc1OCC	15	670	-5%	4.4	2.0	10	0.9	1101	i	-21	i	44	0.9	1122	1.1	0%
CCCNC(=O)c1ccc(N(Cc2ccccc2)S(C)(=O)=O)cc1	-11	776	2%	2.2	1.3	6.9	.	.	i	-14	i	41	5.7	1030	1	0%
Nc1cc(-c2ccc(Br)cc2)[nH]n1	2	730	-4%	4.0	1.3	5.3	1.2	1079	i	-10	i	36	-6.4	546	0.7	-6%
Cc1cccc(CSc2nncc(=O)[nH]2)c1	-2	569	11%	3.5	3.0	27	0.74	1712	i	-3	i	30	-1.0	1040	1.1	10%
Cc1cccc(NC(=S)N(c2ccccc2)C(C)C)c1C	-1	722	6%	2.1	3.5	11	-0.25	1432	i	8	i	33	1.6	1027	1.2	6%

Next section, starting with the last three of the part before.
SMILES	Hep lipid drop	Hep lipid drop cells 6.5 µM	PMI inhibitors	MT stabilizer	MT stabilizer Hoechst-high %	MT stabilizer cytotoxicity %	Ins promoter up	Ins promoter up cell count	Autophagy HCS	Autophagy HCS cell loss 18 h	T cell modulator	T cell modulator vesicle-bound %	b-catenin transl	b-catenin transl cell count 5 µM	TNAP activators	human PMI inhibitors
Nc1cc(-c2ccc(Br)cc2)[nH]n1	2	730	-4%	4.0	1.3	5.3	1.2	1079	i	-10	i	36	-6.4	546	0.7	-6%
Cc1cccc(CSc2nncc(=O)[nH]2)c1	-2	569	11%	3.5	3.0	27	0.74	1712	i	-3	i	30	-1.0	1040	1.1	10%
Cc1cccc(NC(=S)N(c2ccccc2)C(C)C)c1C	-1	722	6%	2.1	3.5	11	-0.25	1432	i	8	i	33	1.6	1027	1.2	6%
Nc1nc2c(C(=O)N3CCOCC3)nnn2c2ccccc12	-5	634	.	.	.	.	-0.23	1398	.	.	i	24	-0.9	1160	.	.
COc1cc(OC)cc(C(=O)NCCCN2CCOCC2)c1	-3	709	-7%	2.5	1.2	2.8	0.23	1179	i	8	i	46	-0.1	1175	1.1	-7%
COc1ccnc(NCc2cccc(C(F)(F)F)c2)c1C#N	.	.	5%	2.4	1.1	4.6	0.1	1452	i	-25	.	.	1.8	1335	1.1	3%
Cc1cccc(Nc2nnc(SCC(=O)NCc3cccs3)s2)c1C	-3	714	7%	2.3	2.1	10	0.04	1376	i	-15	i	22	1.7	973	1.8	8%
CCOC(=O)C1(CCc2ccccc2)CCN(C(=O)c2ccoc2)CC1	5	709	10%	1.6	1.3	3.0	-0.55	1382	i	20	i	55	-0.6	1140	1.1	6%
Cc1ccc(C(=O)CC2C(=O)N(c3ccccc3)C(=S)N2c2ccccc2)cc1 (stereo not given)	4	615	21%	3.2	2.6	6.7	1.4	1490	i	-3	i	46	-2.7	1113	1	10%
O=C(CCn1c(=O)c2sccc2n(CC(=O)OCc2ccccc2)c1=O)NCc1ccccc1	-6	787	2%	1.8	1.6	6.5	.	.	i	1	i	7	-2.6	1180	1	-2%
Cc1cc(NC(=O)c2ccoc2C)no1	-13	755	-18%	1.5	1.6	3.6	.	.	i	-5	i	3	.	.	1.1	-21%
CCCN1C(=O)c2cc(C(=O)NCCc3cccc(C)c3)ccc2C1O (stereo not given)	.	.	-3%	2.3	3.6	9.9	0.54	907	i	-3	i	36	0.2	1148	1.1	0%
CN(C(=O)COC(=O)c1ccc(S(=O)(=O)N2CCOCC2)cc1)C1CCCCC1	3	677	8%	3.8	3.4	6.0	.	.	i	-4	i	36	-4.3	1057	1	11%
O=C(CCC(=O)Nc1ccc(Cl)cc1Cl)NNC(=O)Nc1ccccc1	2	693	4%	4.6	2.8	12	-0.44	1521	i	0	i	50	1.1	1475	1.3	-3%
CCC1=NN=C(c2ccc(F)cc2)C(c2c[nH]c3ccccc23)N1O (stereo not given)	65*	773*	-46%	3.2	1.0	2.2	-0.26	1179	i	-4	i	44	-3.2	1286	1	-70%
CCOC(=O)c1cccc(NS(=O)(=O)c2cnc[nH]2)c1	0	797	4%	3.1	2.8	11	0.23	1277	i	7	i	50	.	.	1	-9%
O=C(O)c1cccc(Oc2ccccc2[N+](=O)[O-])c1	8	579	-3%	3.4	1.6	5.9	0.6	1341	i	3	i	40	-4.3	1145	1.1	-6%
CCc1nc(SCC(=O)c2c[nH]c3ccccc23)n[nH]1	1	727	-6%	2.4	2.6	14	-0.04	1315	i	-3	i	43	0.3	1064	1	-7%
COc1ccc(Nc2ccnc3ccccc23)cc1	.	.	-4%	5.1	2.5	3.9	-1.4	1187	i	16	i	57	-2.0	795	1.1	-7%
CCOC(=O)NC(=O)CSc1nnc(SCCC(=O)O)s1	-12	595	-1%	2.4	1.5	2.7	0.36	1570	i	4	i	36	-2.6	1125	1.1	-9%
CCOC(=O)c1c(NC(=O)CSc2nnc(-c3c[nH]c4ccccc34)n2CCOC)sc2c1CCCC2	-29	733	-3%	5.1	4.9	3.0	-1.1	1202	i	7	i	35	-2.9	584	1.1	4%
Cc1ccc(NC(=O)COC(=O)Cn2cnc3c2c(=O)n(C)c(=O)n3C)c(Cl)c1	-2	688	-12%	6.7	1.7	8.3	-1.1	1209	i	-9	i	10	-2.6	1121	1.1	-7%
Nc1nc(Cl)cc(NCCc2ccc(O)cc2)n1	23	708	-2%	6.2	3.4	2.5	0.29	1025	i	8	i	31	2.6	864	1.2	4%
CC(C)CC(NC(=O)c1ccc(Cl)cc1)C(=O)OCc1cc([N+](=O)[O-])cc2c1OCOC2 (stereo not given)	-4	575	9%	2.8	1.9	9.0	-0.11	1360	i	0	i	18	-0.9	1121	1.1	10%
c1ccc(Cc2noc(CN3CCC(CN4CCOCC4)CC3)n2)cc1	-3	744	7%	4.4	1.8	4.5	-0.69	1336	i	1	i	56	-1.6	977	1.1	2%
CC(C)N(N=Nc1ccc([N+](=O)[O-])cc1)C(C)C	-19	507	12%	3.7	2.3	5.1	-0.22	1244	i	3	i	56	-0.6	1147	1.1	4%
CC(C)C(=O)Nc1ccc(NC(=O)c2ccccn2)cn1	.	.	2%	5.9	2.3	0.5	0.89	1120	i	9	i	43	-1.3	1143	1.1	6%
COc1cccc(OC)c1-c1nn(-c2ncc(C(F)(F)F)cc2Cl)c(=O)o1	0	681	.	.	.	.	0.29	1064	.	.	i	22	1.0	1282	.	.
Cc1c(N=Cc2ccc[nH]2)c(=O)n(-c2ccccc2)n1C	.	.	8%	1.6	1.5	6.2	2	901	i	-2	i	6	-0.4	1156	1.1	17%
CC(C)N(C(=O)NC(=O)Nc1ccccn1)S(C)(=O)=O	24	607	22%	2.5	2.5	1.8	-0.3	1349	i	-4	i	38	0.7	899	1	7%
Cc1cc(C)c(OCC(=O)Nc2nc(-c3ccccn3)cs2)c(C)c1	3	697	-6%	4.4	3.0	8.4	0.38	1368	i	5	i	48	0.6	1086	1.2	9%
CCC(=O)N1CCc2cc(S(=O)(=O)NCCC(=O)NC3CCCc4ccccc43)ccc21 (stereo not given)	.	.	3%	3.9	2.1	7.2	-0.99	1384	i	4	i	5	-2.0	986	1.1	12%
Cc1ccc(-n2ncc(C#N)c2/N=C/N2CCN(C)CC2)cc1	6	762	12%	4.1	1.9	5.1	-1.3	1239	i	-8	i	0	.	.	1.2	1%
COc1ccc(CCN(C(=O)Cn2nnc3ccccc32)C(C(=O)NCC2CCCO2)c2ccncc2)cc1OC (stereo not given)	-1	715	-3%	1.6	1.4	10	0.04	1497	i	0	i	57	-1.3	1003	1	-3%
Cc1ccc(C)c(S(=O)(=O)Nc2ccc(O)cc2)c1	.	.	2%	7.3	3.1	2.4	-1.6	1222	i	4	i	23	-3.8	936	1.1	1%
COc1cc(OC)cc(C(=O)Nc2cccnc2)c1	5	664	0%	2.1	2.7	9.7	-0.35	1210	i	10	i	38	-3.3	1094	1	8%
S=c1[nH]nc(Cc2c[nH]c3ccccc23)o1	0	675	-4%	3.2	1.9	8.5	0.32	1934	i	-3	i	7	-2.3	1139	1.1	-2%
COc1ccccc1NC(=S)N1C2CCC1CC(NC(=O)NC13CC4CC(CC(C4)C1)C3)C2 (stereo not given)	.	.	14%	0.9	1.1	7.1	0.39	1534	i	-4	i	11	-2.0	1358	1.3	3%
